# TGFb inhibitor: qHTS for Inhibitors of TGF-b | Potency, µM (top dose mostly 46.1 µM), inactives show at the highest dose activity, negative = inhibition, actives largely listed as inhibitors | HepG2 CAGA-GFP TGF-b/SMAD3 reporter, GFP fluorescence, 18 h; TGF-beta stimulated, 500 pg/mL final | 1.2% of 410,000 active; further: potency means the concentration at half of the fitted maximal effect; on the % scale 0 is the no-effect control and ±100 the full control effect; nearly all actives have a fitted effect of over 65% in size
#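 Read-out: total well GFP (ex488/em500-530) summed from mean per-cell fluorescence. Cells: HEPG2 CAGA-GFP, 1% FBS DMEM, 18 h at 37 degrees C with 500 pg/mL final TGF-beta. Unstimulated wells served as the full-inhibition control; stimulated DMSO wells = 0%.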
# pAkt inh: HTS Assay for Inhibitors of Akt Phophorylation: Primary Screen | Neuro2A IGF-stimulated pAkt S473 HTRF, 20 min; hits give low values | activity change, % for hits at 50 µM | 0.32% of 360,000 active | AID 651550, 2012; in the data active means activity change below about -80%; inconclusive means mostly about -51% to -80%; further: on the % scale 0 is the no-effect control and ±100 the full control effect
#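 Neuro2A cells (4,500/well, DMEM with 0.5% FBS) were treated with compound at a single 50 µM final concentration, stimulated with 6 nM IGF for 20 min at 37 °C, and lysed. Phospho-Akt Ser473 was read by HTRF as 665/615 ratio ×10^4.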
# Nrf2 block: Nrf2 qHTS screen for inhibitors. A549 ARE-Fluc reporter, luciferase luminescence, 18-24 h. Potency, µM (top dose mostly 46 µM), for inactives: at the highest dose activity change, negative = inhibition, hits mostly inhibitors. 2.1% of 360,000 active. AID 504444, 2011; further: potency means the concentration at half of the fitted maximal effect; on the % scale 0 is the no-effect control and ±100 the full control effect; nearly all actives have a fitted effect of over 60% in size
#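 Two sequential reads on A549 ARE_Fluc cells exposed to compound for 18-24 h: a CellTiter-Fluor fluorescence read for viability, then a luciferase luminescence read for Nrf2/ARE activity.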
# CCT chaperon mod: High-Throughput Screening for Modulators of Cytosolic Chaperonin Activity | purified chaperonin ATPase assay, HTRF ADP detection, 30 min | activity change, % (test concentration not listed), hits read low | 0.3% of 360,000 active | AID 651819, 2012; in the data active means activity change below about -30%; further: on the % scale 0 is the no-effect control and ±100 the full control effect
#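 Nucleotide hydrolysis assay: TRiC at 20–40 nM final (set by batch activity) with 10 uM ATP, 30 min at 37 °C, in presence of 76 uM compound. Detection by competitive ADP HTRF, 30 min ambient.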
# Mm-Cpn inhibitor: Inhibitors of TCP-1 ring complex (TRiC) of Methanococcus maripaludis (MmCpn): qHTS; Chaperonin Mm-Cpn (Methanococcus maripaludis); purified Mm-Cpn ATPase, ADP Transcreener TR-FRET; Potency, µM (titrated, usually from 76.9 µM), for inactives: at the top dose activity, negative = inhibition, hits mostly inhibitors; 0.031% of 330,000 active; further: potency means the concentration at half of the fitted maximal effect; on the % scale 0 is the no-effect control and ±100 the full control effect; nearly all actives have a fitted effect of over 80% in size
#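 Quantitative HTS used 25 nM Mm-CPN and 10 uM ATP in magnesium/KCl Tris buffer, pH 7.4, with 1 mM DTT. Hydrolysis ran 30 min at 37°C; ADP was read by HTRF.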
# A549 viability: Nrf2 qHTS screen for inhibitors: counterscreen for cytotoxicity; A549 ARE-Fluc cells, CellTiter-Fluor viability, 18-24 h; Potency, µM (titrated, usually from 46 µM), for the others: at the highest dose activity change, negative = cytotoxicity, actives largely listed as inhibitors; 0.16% of 390,000 active; AID 504648, 2011; further: potency means the concentration at half of the fitted maximal effect; on the % scale 0 is the no-effect control and ±100 the full control effect
#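 A549 ARE_Fluc cells in 5% FBS OPTI-MEM were exposed to compounds in concentration-response for 18-24 h at 37 deg C. Viability was read by CellTiter-Fluor fluorescence (Ex 405/Em 525) after 30 min, before the luciferase read.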
# Nrf2 activator: qHTS of Nrf2 Activators; AREc32 ARE-luciferase reporter (MCF7-derived line), luminescence, 24 h; Potency, µM (series often up to 46.1 µM), inactives show top-dose activation, usual class: activators; 0.31% of 410,000 active; AID 624171, 2012; further: potency means the concentration at half of the fitted maximal effect; % of control where 0% means no effect; nearly all actives have a fitted effect of over 65% in size
#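 AREc32_Fluc, 1000 cells/well, OPTI-MEM + 5% FBS, o/n 37 deg C 5% CO2; 23 nL cpd by pin tool, 24 hr; Steady-Glo 30 min RT, luminescence.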
# HepG2 tox: qHTS for Inhibitors of TGF-b: Cytotox Counterscreen; 0.76% of 410,000 active; HepG2 CAGA-GFP viability, ATP luminescence, 18 h; Potency, µM (top dose mostly 46.1 µM), without a hit: at the top dose activity change, negative = cytotoxicity, most hits filed as cytotoxic; further: potency means the concentration at half of the fitted maximal effect; some results filed as inactive show a strong effect at the top dose
#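 HepG2 CAGA-GFP cells (1000/well, DMEM with 1% FBS) received compound, then TGF-beta at 500 pg/mL final, and were incubated 18 hours at 37 degrees C. Viability was read by CellTiter-Glo luminescence. Media-only wells were set as complete cell-killing and DMSO as no toxicity.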
# S2 tox: Viability Counterscreen for Primary qHTS for Inhibitors of ATXN expression; S2 cells (HEK-293 line with an ATXN2-luciferase reporter) viability, CellTiter-Fluor protease fluorescence, 24 h; Potency, µM (top dose mostly 56.7 µM), hits mostly cytotoxic; 0.49% of 400,000 active; further: potency means the concentration at half of the fitted maximal effect; nearly all actives have a fitted effect of over 40% in size
# An asterisk follows results filed as active; i = inactive; ? = inconclusive; / = not tested or not shown. Unless noted, the call rests on the fitted dose curve; in most records, active means well fitted curve in the direction sought with a large enough effect; inconclusive means small, poorly fitted or top-dose-only effect, or another doubt; inactive means no such curve, though single readings can be large; an effect the other way counts as inactive or inconclusive.
1) O=c1oc2ccc(Br)cc2cc1-c1nc2ccccc2o1
2) Cc1ccc2ncc(C(=O)Nc3ccc(F)cc3F)c(=O)n2c1
3) COc1ccccc1Nc1nc2nonc2[nH]c1=O
4) N/C(=N\OC(=O)COc1ccc(Cl)cc1Br)c1cccnc1
5) COc1ccc(C(=O)N/N=C(\N)c2cc3ccccc3oc2=O)cc1
6) CC(=O)c1cccc(NC(=O)CN2CCc3cc4c(cc3C2C)OCCCO4)c1 (centres undefined)
7) Oc1ccc(C[C@H]2CN([C@@H](Cc3cccc(O)c3)CN3CCC[C@@H]3CN3C(=S)NC[C@@H]3Cc3ccccc3)C(=S)N2CC2CCCCC2)cc1
8) Cn1c(CC(=O)Nc2ccccc2F)nnc1SCC(=O)Nc1nccs1
Compound,1,2,3,4,5,6,7,8
pAkt inh,i,/,i,i,i,i,i,i
A549 viability,?,1.6%,-3.8%,2.4%,-23.0%,1.8%,/,4.0%
CCT chaperon mod,-4.1,/,-0.1,-5.1,0.3,-1.7,1.2,1.3
Mm-Cpn inhibitor,-14.3%,/,2.0%,-2.6%,-1.1%,0.3%,/,-0.2%
TGFb inhibitor,7.5%,-14.9%,-21.6%,0.7%,0.4%,?,5.01µM*,9.2%
HepG2 tox,-14.0%,-23.2%,2.4%,-3.0%,-21.4%,-12.1%,-45.5%,0.7%
Nrf2 block,4.1%,?,0.4%,?,-23.8%,?,/,-12.2%
Nrf2 activator,?,9.0%,5.4%,5.3%,-0.6%,0.2%,-3.1%,-0.8%
S2 tox,?,i,i,i,i,i,12.6µM*,i

9) COC(=O)c1cccc(NC(=O)CCN2C(=O)NC(C)(C)C2=O)c1
10) C[C@H](CO)N1C[C@H](C)[C@@H](CN(C)Cc2ccc3c(c2)OCO3)OCc2cnnn2CCCC1=O
11) Cc1ccccc1S(=O)(=O)/N=C(/c1ccccc1)N(C)C
12) O=C1c2cc(O)c(O)cc2OC(c2ccc(O)c(O)c2)C1O (centres undefined)
13) CC(=O)N1CCc2c(sc(NC(=O)CN3C(=O)c4ccccc4C3=O)c2C(N)=O)C1
14) CCc1cc(-c2n[nH]c(=S)n2-c2ccccc2C)cs1
15) O=C(CCNC(=O)c1ccccc1)NCCc1ccc(Cl)cc1
16) CC(=O)Nc1sc2c(c1C(c1ccccc1Cl)N1CCN(CCO)CC1)CCCC2 (centres undefined)
Compound,9,10,11,12,13,14,15,16
pAkt inh,i,i,i,i,i,/,i,i
A549 viability,/,/,-0.9%,-2.5%,-0.1%,-2.3%,1.1%,-9.2%
CCT chaperon mod,3.1,2.0,1.7,1.2,-2.8,-0.4,-3.3,-0.9
Mm-Cpn inhibitor,/,/,4.8%,/,-0.5%,0.7%,-1.5%,0.5%
TGFb inhibitor,0.9%,9.0%,6.8%,10.7%,-7.2%,-16.3%,8.0%,?
HepG2 tox,6.8%,-3.6%,24.1%,0.5%,-12.7%,-47.5%,-0.3%,-48.2%
Nrf2 block,/,/,-7.6%,6.9%,-2.2%,/,26.5%,-2.6%
Nrf2 activator,3.9%,0.0%,-0.5%,5.8%,0.0%,-0.6%,-2.1%,3.5%
S2 tox,i,i,i,?,i,i,i,i

# Fetched by compound from above, five records:
9) COC(=O)c1cccc(NC(=O)CCN2C(=O)NC(C)(C)C2=O)c1
11) Cc1ccccc1S(=O)(=O)/N=C(/c1ccccc1)N(C)C
15) O=C(CCNC(=O)c1ccccc1)NCCc1ccc(Cl)cc1
14) CCc1cc(-c2n[nH]c(=S)n2-c2ccccc2C)cs1
10) C[C@H](CO)N1C[C@H](C)[C@@H](CN(C)Cc2ccc3c(c2)OCO3)OCc2cnnn2CCCC1=O
Compound,9,11,15,14,10
pAkt inh,i,i,i,/,i
A549 viability,/,-0.9%,1.1%,-2.3%,/
CCT chaperon mod,3.1,1.7,-3.3,-0.4,2.0
Mm-Cpn inhibitor,/,4.8%,-1.5%,0.7%,/
TGFb inhibitor,0.9%,6.8%,8.0%,-16.3%,9.0%
HepG2 tox,6.8%,24.1%,-0.3%,-47.5%,-3.6%
Nrf2 block,/,-7.6%,26.5%,/,/
Nrf2 activator,3.9%,-0.5%,-2.1%,-0.6%,0.0%
S2 tox,i,i,i,i,i

# (cont.)
17) O=C(CCc1ccccc1)Nc1nccs1
18) CCCc1cc(=O)n2[nH]c(NC(=O)c3ccco3)nc2n1
19) COc1ccc(Cc2nnc(NC(=O)C(C)(C)C)s2)cc1
20) Cc1cccc(C(=O)N[C@H](C(=O)Nc2ccc3c(c2)OCO3)C(C)C)c1
21) O=C(Nc1cccnc1)c1ccc2snnc2c1
22) O=C(CCN1CCC(c2ccc(Cl)s2)=N1)c1ccc(Cl)s1
23) COc1ccc(NC(=S)N2CCN(C/C=C/c3ccccc3)CC2)c(OC)c1
24) CCOC(=O)c1c(-c2cccs2)csc1NC(=O)CN1CCOCC1
Compound,17,18,19,20,21,22,23,24
pAkt inh,i,i,i,i,i,i,i,i
A549 viability,2.6%,-3.6%,-2.1%,-5.6%,0.1%,4.3%,-3.7%,-9.5%
CCT chaperon mod,-1.5,-0.1,-0.4,0.0,-0.1,1.6,-1.5,-16.3
Mm-Cpn inhibitor,-0.6%,-4.1%,3.4%,-8.1%,1.2%,5.2%,-0.2%,?
TGFb inhibitor,2.7%,-7.3%,1.1%,-0.3%,-5.1%,-30.1%,-20.9%,2.3%
HepG2 tox,-12.7%,-6.3%,6.8%,-10.3%,-20.0%,-30.9%,0.3%,-43.4%
Nrf2 block,0.4%,3.6%,-0.4%,-12.3%,-4.8%,0.5%,?,-24.0%
Nrf2 activator,6.3%,-0.3%,0.2%,3.2%,-0.8%,5.7%,-0.4%,0.5%
S2 tox,i,i,i,i,i,i,i,i

25) C=CCn1c(SCCC(=O)O)nc2c1c(=O)n(C)c(=O)n2C
26) Nc1ncnc2c1C1(CCCCC1)Cc1ccccc1-2
27) COc1ccc(S(=O)(=O)N2CCOC2CNC(=O)C(=O)NCC(C)C)cc1OC (centres undefined)
28) CCOC(=O)c1ccc(S(=O)(=O)N2CCN(CC(O)COc3cccc(C(C)=O)c3)CC2)cc1 (centres undefined)
29) O=C(Nn1c(-c2ccncc2)nc2ccccc2c1=O)c1ccccc1Br
30) CCN(CC)S(=O)(=O)c1ccc(C(=O)Nc2cc(S(=O)(=O)N3CCOCC3)ccc2O)cc1
31) CC(NC1CCN(Cc2ccccc2)CC1)c1ccc(F)cc1 (centres undefined)
32) Cn1c(Cn2c(=O)sc3ccccc32)nnc1SCC(=O)N1CCOCC1
Compound,25,26,27,28,29,30,31,32
pAkt inh,i,i,i,i,i,i,i,i
A549 viability,3.9%,-2.2%,-0.1%,6.1%,-11.5%,-3.8%,-11.0%,-1.2%
CCT chaperon mod,4.6,-0.5,-1.8,-7.3,0.9,-2.1,2.3,0.0
Mm-Cpn inhibitor,-1.9%,1.3%,-6.1%,-2.4%,0.0%,-1.7%,0.1%,-1.0%
TGFb inhibitor,-6.8%,?,8.9%,0.0%,-0.9%,30.7%,-8.1%,17.4%
HepG2 tox,0.3%,-15.3%,-3.1%,-2.7%,-4.2%,-1.4%,7.8%,18.7%
Nrf2 block,-4.7%,7.3%,-14.5%,2.0%,5.0%,6.4%,-4.2%,8.8%
Nrf2 activator,-0.1%,-1.6%,0.4%,0.1%,0.2%,0.1%,0.1%,2.2%
S2 tox,i,i,i,i,i,?,i,i

33) O=C(CSc1nc2c(cnn2-c2ccccc2)c(=O)[nH]1)NCC1CCCO1 (centres undefined)
34) CN1C(=O)N2CN(C3CCCCC3)CN3C(=O)N(C)C1C23 (centres undefined)
35) COCCN1CCN(c2cc(-c3ccccc3)nc3cc(-c4cccc(F)c4)nn23)CC1
36) Cc1ccccc1NC(=O)c1ccc(C)c(S(=O)(=O)N2CCN(C)CC2)c1
37) CCCC(=O)NC(=S)Nc1c(C)cc(Br)cc1C
38) CC(=O)Nc1ccc(C(=O)CSc2nnnn2C2CCCC2)cc1
39) O=C(NC1CCN(C(=O)Nc2ccc(F)cc2)CC1)c1cccc(F)c1
40) CC(C)Cn1c(SC(C)C(=O)NC2CC2)nnc1-c1ccccc1F (centres undefined)
Compound,33,34,35,36,37,38,39,40
pAkt inh,i,i,i,i,i,i,i,i
A549 viability,0.2%,-0.7%,-9.4%,9.8%,-4.1%,14.3%,-1.3%,11.3%
CCT chaperon mod,0.0,-2.9,0.1,0.7,0.7,1.3,0.1,0.5
Mm-Cpn inhibitor,1.9%,0.1%,-2.3%,-1.5%,/,1.3%,-1.7%,-1.2%
TGFb inhibitor,-3.2%,-0.8%,?,17.6%,15.5%,-10.7%,4.8%,-8.2%
HepG2 tox,1.5%,-4.9%,-35.0%,0.0%,-1.3%,-7.8%,1.6%,-8.1%
Nrf2 block,-8.1%,1.5%,?,3.4%,4.5%,0.1%,-0.2%,7.3%
Nrf2 activator,-0.6%,-0.2%,4.1%,2.3%,2.7%,4.2%,0.5%,-0.1%
S2 tox,i,i,?,i,i,i,i,i

# High-throughput results deposited in PubChem BioAssay by National Center for Advancing Translational Sciences (NCATS).
